TcdB GH inh = inhibitors of Clostridioides difficile toxin B glycohydrolase; actives 0.24% (n = 350,000); P18177; inhibition, % at 9.99 µM; TcdB glycohydrolase enzymatic assay, plate reader; AID 652162; in the data active = inhibition above about 10%
Target sequence (P18177 whole entry, looked up): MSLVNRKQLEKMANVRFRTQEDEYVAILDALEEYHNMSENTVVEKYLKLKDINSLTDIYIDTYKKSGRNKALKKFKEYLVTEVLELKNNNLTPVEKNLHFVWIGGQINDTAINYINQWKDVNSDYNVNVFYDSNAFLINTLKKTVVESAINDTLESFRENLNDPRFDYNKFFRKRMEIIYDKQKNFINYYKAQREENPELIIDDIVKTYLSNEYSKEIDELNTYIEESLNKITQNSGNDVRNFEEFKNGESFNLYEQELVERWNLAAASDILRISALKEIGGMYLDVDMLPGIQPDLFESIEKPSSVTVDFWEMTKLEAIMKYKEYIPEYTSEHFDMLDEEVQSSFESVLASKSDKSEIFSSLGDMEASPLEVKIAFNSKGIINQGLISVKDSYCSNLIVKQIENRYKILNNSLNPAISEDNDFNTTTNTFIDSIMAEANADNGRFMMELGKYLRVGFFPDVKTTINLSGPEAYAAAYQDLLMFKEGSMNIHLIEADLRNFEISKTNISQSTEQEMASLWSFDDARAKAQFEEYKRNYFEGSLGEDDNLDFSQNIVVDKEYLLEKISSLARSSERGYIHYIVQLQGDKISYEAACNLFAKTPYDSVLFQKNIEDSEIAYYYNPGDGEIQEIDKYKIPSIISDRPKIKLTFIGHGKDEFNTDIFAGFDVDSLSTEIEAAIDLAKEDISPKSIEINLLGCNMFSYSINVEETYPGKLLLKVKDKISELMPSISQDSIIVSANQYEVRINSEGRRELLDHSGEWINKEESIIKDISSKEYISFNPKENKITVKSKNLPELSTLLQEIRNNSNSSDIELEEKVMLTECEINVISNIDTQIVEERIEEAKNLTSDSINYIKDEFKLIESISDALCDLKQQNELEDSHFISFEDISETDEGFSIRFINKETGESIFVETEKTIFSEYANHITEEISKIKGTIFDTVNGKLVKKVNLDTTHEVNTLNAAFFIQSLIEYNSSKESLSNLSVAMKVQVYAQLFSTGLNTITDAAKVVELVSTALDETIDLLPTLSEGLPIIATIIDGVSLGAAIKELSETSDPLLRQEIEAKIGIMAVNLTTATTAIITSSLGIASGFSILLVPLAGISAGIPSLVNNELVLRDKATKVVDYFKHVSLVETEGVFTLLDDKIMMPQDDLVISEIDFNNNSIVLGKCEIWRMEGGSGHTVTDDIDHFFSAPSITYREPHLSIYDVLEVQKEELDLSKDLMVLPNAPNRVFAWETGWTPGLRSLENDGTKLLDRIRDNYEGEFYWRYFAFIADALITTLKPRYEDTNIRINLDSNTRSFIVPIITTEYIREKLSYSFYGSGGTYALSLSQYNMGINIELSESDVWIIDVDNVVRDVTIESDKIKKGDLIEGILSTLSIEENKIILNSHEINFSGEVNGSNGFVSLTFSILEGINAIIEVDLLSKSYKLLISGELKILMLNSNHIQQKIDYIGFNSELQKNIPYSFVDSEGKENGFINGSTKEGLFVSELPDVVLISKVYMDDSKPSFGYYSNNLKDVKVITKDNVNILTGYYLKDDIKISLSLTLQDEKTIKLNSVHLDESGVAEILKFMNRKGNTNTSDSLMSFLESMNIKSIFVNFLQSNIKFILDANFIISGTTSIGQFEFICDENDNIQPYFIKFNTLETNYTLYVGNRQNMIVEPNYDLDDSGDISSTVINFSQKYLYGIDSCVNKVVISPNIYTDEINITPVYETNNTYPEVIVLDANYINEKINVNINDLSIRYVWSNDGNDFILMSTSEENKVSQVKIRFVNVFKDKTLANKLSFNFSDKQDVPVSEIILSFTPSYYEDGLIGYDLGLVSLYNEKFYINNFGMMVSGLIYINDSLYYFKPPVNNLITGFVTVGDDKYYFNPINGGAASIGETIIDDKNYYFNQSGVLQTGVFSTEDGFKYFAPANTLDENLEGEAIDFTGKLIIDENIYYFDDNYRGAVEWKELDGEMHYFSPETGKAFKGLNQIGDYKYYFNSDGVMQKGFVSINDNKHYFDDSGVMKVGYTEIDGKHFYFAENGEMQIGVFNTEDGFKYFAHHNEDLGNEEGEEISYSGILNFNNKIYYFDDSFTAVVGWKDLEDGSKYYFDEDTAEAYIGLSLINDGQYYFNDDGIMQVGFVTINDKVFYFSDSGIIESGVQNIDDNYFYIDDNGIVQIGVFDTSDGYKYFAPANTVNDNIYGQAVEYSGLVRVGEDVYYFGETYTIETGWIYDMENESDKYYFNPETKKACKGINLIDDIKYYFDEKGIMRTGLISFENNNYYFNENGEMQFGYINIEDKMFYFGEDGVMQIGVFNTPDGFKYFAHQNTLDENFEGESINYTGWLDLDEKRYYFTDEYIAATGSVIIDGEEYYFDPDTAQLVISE
* marks the source's active call; other numbers are inactive results; & = joins results of further samples.

SMILES	TcdB GH inh
O=C(C[C@@H]1C=C[C@H](NC(=O)c2cccc(F)c2)[C@H](CO)O1)Nc1nccs1	0.0
CCCC(=O)Nc1ccc2c(c1)OC[C@@H](C)N(Cc1nccs1)C[C@@H](C)[C@@H](OC)CN(C)C2=O	1.1
CC(C)CC#Cc1ccc2c(c1)O[C@@H](CN(C)Cc1cccc(F)c1)[C@H](C)CN([C@H](C)CO)S2(=O)=O	-1.1
Cc1ccc(S(=O)(=O)Nc2ccc3c(c2)C(=O)N([C@H](C)CO)C[C@H](C)[C@H](CN(C)Cc2ccc(Cl)c(Cl)c2)OCCCC[C@@H](C)O3)cc1	-1.0
COc1ccccc1S(=O)(=O)N[C@H]1CC[C@H](CC(=O)NCc2cccc(F)c2)O[C@@H]1CO	0.8
CN1CCN(C(=O)c2cc3c(c(-c4cccc(-c5ccc(C(=O)N(C)C)cc5)c4)n2)[C@@H](CCO)N([S@](=O)C(C)(C)C)C3)CC1	0.3
CC(C)NC(=O)Nc1ccc2c(c1)C(=O)N([C@H](C)CO)C[C@H](C)[C@@H](CN(C)S(=O)(=O)c1ccc(F)cc1)OCCCC[C@H](C)O2	1.4
C[C@@H]1CN([C@H](C)CO)S(=O)(=O)c2ccc(C#Cc3cccc(F)c3)cc2O[C@@H]1CN(C)S(=O)(=O)c1ccccc1F	1.0
CNC[C@H]1Oc2ccc(NS(=O)(=O)c3cn(C)cn3)cc2CC(=O)N([C@H](C)CO)C[C@H]1C	-1.2
O=C(C[C@H]1C[C@H]2c3cc(NC(=O)c4cccnc4)ccc3O[C@H]2[C@@H](CO)O1)NCc1cccnc1	1.2
COc1ccc(CN2[C@H](CO)[C@@H]3c4ccccc4N(C(=O)C4CC4)C[C@@H]32)cc1	0.7
O=C(C[C@H]1CC[C@H](NC(=O)CC2CC2)[C@@H](CO)O1)NCc1ccccc1	0.4
O=C(C[C@@H]1C[C@@H]2c3cc(NC(=O)c4cccnc4)ccc3O[C@@H]2[C@H](CO)O1)NCCN1CCCCC1	-3.9
CCCNC(=O)N(C)C[C@@H]1Oc2cc(C3=CCCCC3)ccc2S(=O)(=O)N([C@H](C)CO)C[C@@H]1C	0.7
Cc1ccc(S(=O)(=O)Nc2ccc3c(c2)C(=O)N([C@H](C)CO)C[C@H](C)[C@H](CN(C)C(=O)C2CCCCC2)OCCCC[C@H](C)O3)cc1	0.3
C[C@@H]1CN([C@@H](C)CO)C(=O)c2cc(NS(=O)(=O)c3cccs3)ccc2O[C@@H](C)CCCCO[C@H]1CN(C)S(=O)(=O)c1ccc(F)cc1	-2.7
COc1ccc(CN(C)C[C@H]2Oc3ccc(NC(=O)NC(C)C)cc3C(=O)N([C@H](C)CO)C[C@@H]2C)cc1	-0.4
O=C(C[C@H]1C[C@@H]2c3cc(NC(=O)NC4CCCCC4)ccc3O[C@@H]2[C@@H](CO)O1)NCc1ccncc1	0.8
COC(=O)C[C@H]1C=C[C@@H](NS(=O)(=O)c2ccc(OC)cc2)[C@@H](CO)O1	-0.6
CN(C)C(=O)c1ccc(-c2ccc([C@H]3[C@@H](C#N)N(S(C)(=O)=O)[C@@H]3CO)cc2)cc1	0.2
CCCN1C[C@H](C)[C@@H](OC)CN(C)C(=O)c2ccc(NC(=O)C3CCC3)cc2OC[C@H]1C	-2.1
CC=Cc1ccc2n(c1=O)C[C@@H]1[C@@H](CO)[C@H](C(=O)NCCC)N(C(=O)c3cccnc3)[C@H]21 (mixture of isomers)	-0.1
O=C(C[C@@H]1CC[C@H]2[C@@H](COC[C@H](O)CN2S(=O)(=O)c2ccc(Oc3ccccc3)cc2)O1)Nc1ccccc1	1.1
C[C@@H]1CN([C@H](C)CO)C(=O)Cc2cc(NS(=O)(=O)c3ccc(Cl)cc3)ccc2O[C@@H]1CN(C)CC1CC1	0.9
O=C(CN1CCOCC1)N[C@H]1CC[C@H](CCNC(=O)Nc2cc(F)ccc2F)O[C@H]1CO	0.1
Cc1noc(C)c1S(=O)(=O)N(C)C[C@H]1Oc2ccc(NS(=O)(=O)c3ccc(Cl)cc3)cc2CC(=O)N([C@H](C)CO)C[C@@H]1C	-1.5
C[C@@H]1CN([C@H](C)CO)C(=O)c2cc(NC(=O)Nc3ccc4c(c3)OCO4)ccc2O[C@@H](C)CCCCO[C@@H]1CN(C)S(=O)(=O)c1ccccc1	0.5
CCNC(=O)[C@@H]1[C@@H](CO)[C@@H]2Cn3c(ccc(-c4cccc(F)c4)c3=O)[C@@H]2N1C(=O)Cc1cccnc1	0.5
C[C@@H]1CN([C@@H](C)CO)C(=O)Cc2cc(NS(=O)(=O)c3cccs3)ccc2O[C@H]1CN(C)Cc1ccc(C(=O)O)cc1	-1.1
Cc1noc(C)c1NC(=O)N(C)C[C@@H]1OCCCC[C@@H](C)Oc2ccc(NC(=O)c3ccccc3)cc2C(=O)N([C@H](C)CO)C[C@H]1C	1.2
C[C@@H]1CN([C@H](C)CO)C(=O)c2cc(C3=CCCC3)cnc2O[C@@H]1CN(C)C(=O)c1cccnc1	0.1
CCNC(=O)[C@H]1[C@H](CO)[C@H]2Cn3c(ccc(-c4ccccc4F)c3=O)[C@@H]1N2CC1CC1	0.6
C[C@@H]1CN([C@H](C)CO)C(=O)c2cccc(NC(=O)c3cnccn3)c2O[C@@H]1CN(C)Cc1ccc(Oc2ccccc2)cc1	-0.2
O=C(C[C@@H]1CC[C@H](NS(=O)(=O)c2ccccc2)[C@@H](CO)O1)N1CCC(Cc2ccccc2)CC1	-1.1
CN1CCN(C(=O)C[C@H]2C=C[C@@H](NC(=O)Cc3ccccn3)[C@H](CO)O2)CC1	-0.2
O=C(NCc1ccc(F)cc1)[C@@H]1[C@@H](CO)[C@@H]2Cn3c(cccc3=O)[C@@H]2N1Cc1ccccn1	-0.9
O=C(C[C@@H]1C=C[C@@H](NC(=O)CC2CC2)[C@H](CO)O1)NCc1ccccc1	0.6
CC(C)NC(=O)N(C)C[C@H]1Oc2c(NC(=O)NC3CCCCC3)cccc2C(=O)N([C@@H](C)CO)C[C@H]1C	2.4
C[C@@H]1CN([C@H](C)CO)C(=O)c2cc(NS(=O)(=O)c3ccc(Cl)cc3)ccc2O[C@H]1CN(C)C(=O)NC1CCCCC1	1.4
O=C1CNC[C@H]2[C@H](c3ccc(-c4ccccc4F)cc3)[C@H](CO)N12	0.8
CCS(=O)(=O)Nc1ccc2c(c1)C(=O)N(C)[C@@H]1CC[C@@H](CC(=O)N3CCCCC3)O[C@@H]1CO2	-0.3
CN1C(=O)c2cc(NC(=O)c3ccc(F)cc3)ccc2OC[C@@H]2O[C@@H](CC(=O)NCC3CCCCC3)CC[C@H]21	-4.5
CNC[C@H]1OCCCC[C@H](C)Oc2ccc(N(C)C)cc2C(=O)N([C@H](C)CO)C[C@@H]1C	-31.5
CNC(=O)C[C@H]1CC[C@H]2[C@@H](COc3ccc(NC(=O)Nc4cccc(C)c4)cc3C(=O)N2C)O1	1.3
C[C@@H]1CCCCO[C@@H](CN(C)S(=O)(=O)c2ccc(Cl)cc2)[C@@H](C)CN([C@@H](C)CO)C(=O)c2cc(NS(=O)(=O)c3ccccc3)ccc2O1	0.5

11 consecutive compounds from above, for reference:
SMILES	TcdB GH inh
O=C(C[C@@H]1CC[C@H](NS(=O)(=O)c2ccccc2)[C@@H](CO)O1)N1CCC(Cc2ccccc2)CC1	-1.1
CN1CCN(C(=O)C[C@H]2C=C[C@@H](NC(=O)Cc3ccccn3)[C@H](CO)O2)CC1	-0.2
O=C(NCc1ccc(F)cc1)[C@@H]1[C@@H](CO)[C@@H]2Cn3c(cccc3=O)[C@@H]2N1Cc1ccccn1	-0.9
O=C(C[C@@H]1C=C[C@@H](NC(=O)CC2CC2)[C@H](CO)O1)NCc1ccccc1	0.6
CC(C)NC(=O)N(C)C[C@H]1Oc2c(NC(=O)NC3CCCCC3)cccc2C(=O)N([C@@H](C)CO)C[C@H]1C	2.4
C[C@@H]1CN([C@H](C)CO)C(=O)c2cc(NS(=O)(=O)c3ccc(Cl)cc3)ccc2O[C@H]1CN(C)C(=O)NC1CCCCC1	1.4
O=C1CNC[C@H]2[C@H](c3ccc(-c4ccccc4F)cc3)[C@H](CO)N12	0.8
CCS(=O)(=O)Nc1ccc2c(c1)C(=O)N(C)[C@@H]1CC[C@@H](CC(=O)N3CCCCC3)O[C@@H]1CO2	-0.3
CN1C(=O)c2cc(NC(=O)c3ccc(F)cc3)ccc2OC[C@@H]2O[C@@H](CC(=O)NCC3CCCCC3)CC[C@H]21	-4.5
CNC[C@H]1OCCCC[C@H](C)Oc2ccc(N(C)C)cc2C(=O)N([C@H](C)CO)C[C@@H]1C	-31.5
CNC(=O)C[C@H]1CC[C@H]2[C@@H](COc3ccc(NC(=O)Nc4cccc(C)c4)cc3C(=O)N2C)O1	1.3

Continued:
SMILES	TcdB GH inh
O=C(Nc1ccccc1)N1CCCCN2[C@H](CO)[C@@H](c3ccc(C#Cc4ccccn4)cc3)[C@H]2C1	-0.5
C[C@H]1CCCCO[C@H](CN(C)C(=O)Nc2ccc(C(F)(F)F)cc2)[C@@H](C)CN([C@@H](C)CO)C(=O)c2cc(NC(=O)NC3CCCCC3)ccc2O1	-1.1
CO[C@@H](CN(C)C(=O)c1ccc2c(c1)OCO2)[C@@H](C)CN([C@@H](C)CO)S(=O)(=O)c1ccc(C)cc1	-0.6
C[C@@H]1CN([C@H](C)CO)C(=O)c2cc(NS(=O)(=O)c3ccc(F)cc3)ccc2O[C@H]1CN(C)Cc1ccc2c(c1)OCO2	0.5
COCC#Cc1ccc([C@@H]2[C@H](CO)N3C(=O)CN(C(=O)c4ccncc4)C[C@@H]23)cc1	-0.3
COc1ccccc1CNC(=O)C[C@@H]1C[C@@H]2c3cc(NC(=O)Nc4ccc(C(F)(F)F)cc4)ccc3O[C@@H]2[C@H](CO)O1	-0.2
C[C@H]1CCCCO[C@H](CN(C)C(=O)c2ccccc2)[C@@H](C)CN([C@@H](C)CO)C(=O)c2cc(NC(=O)Nc3ccc4c(c3)OCO4)ccc2O1	-1.1
CC(C)CC#Cc1cnc2c(c1)C(=O)N([C@@H](C)CO)C[C@H](C)[C@H](CN(C)C(=O)c1ccc(F)cc1)O2	0.2
O=C(O)C[C@H]1C[C@H]2c3cc(NC(=O)Nc4ccccc4F)ccc3O[C@H]2[C@@H](CO)O1	0.0
C[C@@H]1CCCCO[C@@H](CN(C)C(=O)c2ccccc2)[C@@H](C)CN([C@@H](C)CO)C(=O)c2cc(NS(C)(=O)=O)ccc2O1	0.1
COCc1cn(CC[C@@H]2CC[C@@H](NC(=O)CCN3CCCCC3)[C@@H](CO)O2)nn1	-6.9
C[C@H](CO)N1C[C@H](C)[C@H](CN(C)C(=O)C2CCCCC2)Oc2cc(-c3ccccc3)ccc2S1(=O)=O	0.8
CCC(=O)N(C)C[C@@H]1Oc2cc(C#CCN(C)C)ccc2S(=O)(=O)N([C@@H](C)CO)C[C@H]1C	-0.1
CC(C)NC(=O)Nc1ccc2c(c1)CC(=O)N([C@@H](C)CO)C[C@@H](C)[C@H](CN(C)C(=O)Nc1ccccc1)O2	-0.7
CCCN(C)C[C@@H]1Oc2cc(-c3ccncc3)ccc2S(=O)(=O)N([C@@H](C)CO)C[C@@H]1C	-2.6
O=C(c1ccc(F)cc1)N1CC[C@H]2[C@H](CO)Nc3ccc(C#Cc4ccccc4F)cc3[C@H]21	-1.4
COc1ccc(NC(=O)Nc2ccc3c(c2)C(=O)N([C@H](C)CO)C[C@H](C)[C@H](CN(C)C(=O)Nc2ccc(OC)cc2)OCCCC[C@H](C)O3)cc1	-3.5
CN(C)C(=O)C[C@H]1CC[C@@H](NS(=O)(=O)c2ccccc2)[C@@H](CO)O1	-1.5
COc1ccc(S(=O)(=O)N(C)C[C@@H]2OCCCC[C@@H](C)Oc3ccc(NS(=O)(=O)c4c(C)noc4C)cc3C(=O)N([C@@H](C)CO)C[C@H]2C)cc1	0.0
C[C@H]1CN([C@@H](C)CO)C(=O)c2cc(NS(=O)(=O)c3cn(C)cn3)ccc2O[C@H]1CN(C)S(=O)(=O)c1cccs1	0.1
C[C@H](CO)N1C[C@H](C)[C@@H](CN(C)C)Oc2c(NS(C)(=O)=O)cccc2C1=O	0.0&0.3
O=C(Cc1ccncc1)NCC[C@H]1CC[C@H](NC(=O)C2CCCC2)[C@H](CO)O1	-3.9
CCCN(C)C[C@@H]1Oc2cc(-c3ccc(C)cc3)ccc2S(=O)(=O)N([C@@H](C)CO)C[C@@H]1C	-0.7
C[C@H]1CN([C@@H](C)CO)C(=O)c2cc(NS(=O)(=O)c3ccc(F)cc3)ccc2O[C@@H]1CN(C)C(=O)Nc1ccc2c(c1)OCO2	0.1
C[C@@H]1CCCCO[C@@H](CN(C)C)[C@@H](C)CN([C@@H](C)CO)C(=O)c2cc(NC(=O)CCC(F)(F)F)ccc2O1	0.6
C[C@@H]1CN([C@H](C)CO)C(=O)c2cc(C3=CCCC3)cnc2O[C@H]1CN(C)C(=O)Nc1cccc(F)c1	1.7
C[C@@H]1CN([C@@H](C)CO)C(=O)c2cc(NC(=O)Nc3cccc4ccccc34)ccc2O[C@H]1CN(C)Cc1ccc(Oc2ccccc2)cc1	-0.3
CCCNC(=O)N(C)C[C@H]1Oc2cc(-c3ccccc3F)ccc2S(=O)(=O)N([C@@H](C)CO)C[C@@H]1C	0.2
C[C@H]1CN([C@@H](C)CO)C(=O)Cc2cc(NC(=O)CCN3CCOCC3)ccc2O[C@@H]1CN(C)CC1CCCCC1	-0.6
CCC(=O)Nc1ccc2c(c1)OC[C@H](C)N(CC1CC1)C[C@@H](C)[C@H](OC)CN(C)C2=O	-0.4
C[C@@H]1CN([C@H](C)CO)C(=O)c2cc(NS(=O)(=O)c3ccc(F)cc3)ccc2O[C@@H]1CN(C)Cc1ccc(-c2ccccc2)cc1	0.6
N#C[C@H]1[C@H](c2ccc(-c3ccc(F)cc3)cc2)[C@H](CO)N1C(=O)Cc1ccccc1	-0.8
COCC(=O)N1C[C@@H]2[C@H](c3ccccc31)[C@H](CO)N2C(=O)C1CCCC1	0.6
C[C@H](CO)N1C[C@H](C)[C@H](CN(C)C(=O)Nc2ccc(C(F)(F)F)cc2)Oc2ncc(-c3ccc(C#N)cc3)cc2C1=O	-1.6
CO[C@@H]1CN(C)C(=O)c2ccc(NC(=O)NC3CCCCC3)cc2OC[C@@H](C)N(CCc2ccccc2)C[C@H]1C	-2.1

Bioassay records deposited in PubChem BioAssay by Broad Institute.

A portion of the library; rates above refer to the full screens.
